High-throughput results: PubChem BioAssay, several laboratories
M4 ag – human M4 muscarinic receptor agonists, primary screen, CHO-K1 cells, Fluo-8 calcium fluorescence; 360,000 compounds, 0.14% hits; CHO-K1 hM4/Gqi5; vehicle 0%, full acetylcholine response 100%; Muscarinic acetylcholine receptor M4 (Homo sapiens), P08173; activation, % at 3 µM;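 active means activation above the run mean over all test wells plus 3 SD, cut at about 32% in these data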;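 further: peak over basal fluorescence ratio per well then scaled between controls; 0% = DMSO wells and 100% = acetylcholine at EC100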
CHRM5 agonist – human M5 muscarinic receptor agonists, primary screen, CHO-K1 cells, Fluo-8 calcium fluorescence. Muscarinic acetylcholine receptor M5 (Homo sapiens), P08912. CHO-K1 hM5 cells; 0% DMSO wells, 100% maximal acetylcholine response. activation, % at 3 µM. 360,000 compounds, 0.19% hits. AID 624037, 2012;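 active means activation above the run's mean over test compounds plus 3 SD, cut at about 23% in these data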;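 further: signal is peak over basal fluorescence ratio across the kinetic read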
Target sequence (P08912 whole entry, looked up): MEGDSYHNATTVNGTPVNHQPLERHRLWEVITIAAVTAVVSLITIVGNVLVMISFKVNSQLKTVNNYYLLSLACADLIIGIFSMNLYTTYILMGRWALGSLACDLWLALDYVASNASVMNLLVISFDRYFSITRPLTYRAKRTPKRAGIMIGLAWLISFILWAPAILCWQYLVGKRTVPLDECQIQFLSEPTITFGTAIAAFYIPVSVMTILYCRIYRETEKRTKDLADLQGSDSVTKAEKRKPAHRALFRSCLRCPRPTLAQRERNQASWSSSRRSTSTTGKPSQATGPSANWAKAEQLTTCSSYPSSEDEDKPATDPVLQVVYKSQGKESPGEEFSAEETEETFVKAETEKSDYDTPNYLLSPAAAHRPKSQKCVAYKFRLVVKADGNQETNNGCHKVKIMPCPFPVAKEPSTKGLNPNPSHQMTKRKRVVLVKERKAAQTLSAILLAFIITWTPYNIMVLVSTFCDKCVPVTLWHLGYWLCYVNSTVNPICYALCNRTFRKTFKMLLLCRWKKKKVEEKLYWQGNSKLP
M1 PAM – human M1 muscarinic receptor positive allosteric modulators, primary screen, CHO-K1 cells, Fluo-8 calcium fluorescence, 1536-well; AID 588819, 2011; activation, % at 3 µM; CHO-K1 hM1, ACh EC20; 0% = ACh EC20, 100% = maximal ACh; 360,000 compounds, 0.088% hits; Muscarinic acetylcholine receptor M1 (Homo sapiens), P11229; in the data active means activation above about 19%, passing the limit was not always enough
Target sequence (P11229 whole entry, looked up): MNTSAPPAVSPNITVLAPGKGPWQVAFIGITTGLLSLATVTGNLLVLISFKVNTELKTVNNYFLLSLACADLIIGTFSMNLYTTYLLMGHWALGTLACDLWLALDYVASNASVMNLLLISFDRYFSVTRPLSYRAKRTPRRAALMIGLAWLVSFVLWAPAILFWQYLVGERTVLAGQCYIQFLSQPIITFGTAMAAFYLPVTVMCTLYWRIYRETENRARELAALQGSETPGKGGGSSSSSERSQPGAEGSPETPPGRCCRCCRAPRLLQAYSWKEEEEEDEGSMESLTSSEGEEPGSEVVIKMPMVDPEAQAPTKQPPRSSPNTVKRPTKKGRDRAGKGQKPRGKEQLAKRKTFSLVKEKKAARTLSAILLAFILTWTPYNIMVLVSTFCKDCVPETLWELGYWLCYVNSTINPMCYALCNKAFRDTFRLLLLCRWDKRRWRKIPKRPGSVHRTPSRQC
M5 PAM – human M5 muscarinic receptor positive allosteric modulators, primary screen, CHO-K1 cells, Fluo-8 calcium fluorescence | activation, % at 3 µM | Muscarinic acetylcholine receptor M5 (Homo sapiens), P08912 | CHO-K1 hM5, ACh EC20 PAM; 0% = ACh EC20, 100% = ACh EC100 | 360,000 compounds, 0.3% hits;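 active means activation above the run cutoff, the mean activation of all test compounds plus 3 SD, cut at about 18% in these data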
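System: CHO-K1 hM5 cells. Reagent: acetylcholine, EC20 level. Compound dosing: single dose, 3 µM nominal final test concentration. Timing: Post-acetylcholine fluorescence recording 140 s. Detection: Fluo-8 calcium fluorescence. Read-out: % activation, ACh-normalized. Benchmarks: ACh EC20 and EC100 wells. Repeats: singlicate, one well per test compound.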
CHRM5 antagonist – human M5 muscarinic receptor antagonists, primary screen, CHO cells, Fluo-8 calcium fluorescence. Muscarinic acetylcholine receptor M5 (Homo sapiens), P08912. CHO-hM5 cells, ACh EC80. inhibition, % at 3 µM. 360,000 compounds, 0.59% hits. AID 624040, 2012;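 active means inhibition above a per-plate cutoff, the mean of that plate's test compounds plus 3 SD, cut at about 27% in these data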;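 further: 0% = acetylcholine EC80 with DMSO and 100% = DMSO without agonist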
M4 antag – human M4 muscarinic receptor antagonists, primary screen, CHO cells, Fluo-8 calcium fluorescence; Muscarinic acetylcholine receptor M4 (Homo sapiens), P08173; CHO-hM4 cells, ACh EC80; inhibition, % at 3 µM; 360,000 compounds, 0.73% hits;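 active means inhibition above its plate's cutoff, the mean inhibition of sample wells plus 3 SD, cut at about 27% in these data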;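 further: 0% = acetylcholine EC80 with DMSO and 100% = DMSO without agonist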
CHRM4 PAM – human M4 muscarinic receptor positive allosteric modulators, primary screen, CHO-K1 cells, Fluo-8 calcium fluorescence. Muscarinic acetylcholine receptor M4 (Homo sapiens), P08173. CHO-K1 hM4/Gqi5, ACh EC20; 0% = ACh EC20, 100% = maximal ACh. activation, % at 3 µM. 360,000 compounds, 0.4% hits;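 active means activation above its plate's cutoff, the mean activation of sample wells plus 3 SD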; further: some results filed as inactive read as strong as hits
M1 antag – human M1 muscarinic receptor antagonists, primary screen, CHO-K1 cells, Fluo-8 calcium fluorescence, 1536-well; CHO-K1 hM1, ACh EC80 antagonist; inhibition, % at 3 µM; 360,000 compounds, 1.3% hits; AID 588852, 2011;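 active means percent inhibition above its own plate's cutoff, namely the mean of that plate's compound wells plus 3 SD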;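 further: peak over basal fluorescence ratio during 140 s after agonist addition; 0% = ACh EC80 plus DMSO and 100% = DMSO alone without agonist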
CRFR2-BP ag – agonists of CRF-BP/CRF-R2 complex, primary screen, cell-based, HEK293, calcium dye fluorescence, uHTS | CRF-binding protein / CRF receptor 2 complex (human) | calcium dye fluorescence (FLIPR); percent of saturating CRF peptide response | activation, % at 13.2 µM | 350,000 compounds, 0.46% hits;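 active means activation of at least 50%, plus an integration ratio under a set limit after plate pattern correction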;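 further: plate controls were neutral control wells without compound for no effect and CRF at EC100 for full effect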
* hit, by the source's call. Random draw from the library (roughly 2.8% active in at least one column).

Results for COc1ccc(N2CCN(C(=O)c3ccc4c(c3)CC(c3ccccc3)OC4=O)CC2)cc1 (stereo unspecified) ?
M4 ag: 1; CHRM5 agonist: 2; M1 PAM: -8; M5 PAM: 1; CHRM5 antagonist: 9; M4 antag: -1; CHRM4 PAM: -1; M1 antag: 4; CRFR2-BP ag: 0.7

How did CCCc1nnc(SCC(=O)Nc2nnc(CC)s2)n1CC1CCCO1 (stereo unspecified) do in these assays?
M4 ag: 0; CHRM5 agonist: 0; M1 PAM: 9; M5 PAM: 2; CHRM5 antagonist: 6; M4 antag: -5; CHRM4 PAM: 8; M1 antag: -9; CRFR2-BP ag: 2.2

What do the screens show for `Cc1csc(=O)n1CCC(=O)OCC(=O)Nc1cc([N+](=O)[O-])ccc1Cl`?
M4 ag: 2; CHRM5 agonist: 3; M1 PAM: 5; M5 PAM: -2; CHRM5 antagonist: 3; M4 antag: -21; CHRM4 PAM: 0; M1 antag: -3; CRFR2-BP ag: 0.8

Results for C[C@H]1[C@H](C)CC[C@]2(C(=O)O)CC[C@]3(C)C(=CC[C@@H]4[C@@]5(C)C[C@@H](O)[C@H](O)C(C)(C)[C@@H]5CC[C@]43C)[C@H]12 ?
M4 ag: 1; CHRM5 agonist: 2; M1 PAM: 7; M5 PAM: 13; CHRM5 antagonist: 2; M4 antag: -8; CHRM4 PAM: 10; M1 antag: -8; CRFR2-BP ag: 5.5

Results for CSc1ccccc1NC(=O)c1ccc(Br)o1 ?
M4 ag: -1; CHRM5 agonist: -4; M1 PAM: 5; M5 PAM: 1; CHRM5 antagonist: -4; M4 antag: -11; CHRM4 PAM: 2; M1 antag: -26; CRFR2-BP ag: 0.3

Results for CCC(C(=O)Nc1ccc(S(=O)(=O)Nc2ncccn2)cc1)c1ccccc1 (stereo unspecified) ?
M4 ag: 1; CHRM5 agonist: -3; M1 PAM: 15; M5 PAM: 4; CHRM5 antagonist: -3; M4 antag: -13; CHRM4 PAM: 1; M1 antag: -19; CRFR2-BP ag: -3.0

What do the screens show for `O=C(O)CSc1nc2ccccc2c(=O)[nH]1`?
M4 ag: 0; CHRM5 agonist: 1; M1 PAM: -6; M5 PAM: 24*; CHRM5 antagonist: 2; M4 antag: -10; CHRM4 PAM: 4; M1 antag: 12; CRFR2-BP ag: -0.6

What do the screens show for `CCOC(=O)C(O)(CC(=O)c1ccc(OC)cc1)C(F)(F)F` (stereo unspecified)?
M4 ag: 1; CHRM5 agonist: -3; M1 PAM: 1; M5 PAM: 5; CHRM5 antagonist: -7; M4 antag: 11; CHRM4 PAM: -10; M1 antag: 2; CRFR2-BP ag: -0.2

How did CC(C)CNC(=S)NNC(=O)c1csc2c1CCC(C)C2 (stereo unspecified) do in these assays?
M4 ag: 4; CHRM5 agonist: 2; M1 PAM: 1; M5 PAM: -9; CHRM5 antagonist: 6; M4 antag: -1; CHRM4 PAM: -1; M1 antag: -2; CRFR2-BP ag: -2.0

How did O=C(c1ccccc1Br)N1N=C(c2ccccc2)CC1c1ccccc1F (stereo unspecified) do in these assays?
M4 ag: 3; CHRM5 agonist: -6; M1 PAM: -6; M5 PAM: -11; CHRM5 antagonist: 13; M4 antag: 2; CHRM4 PAM: -11; M1 antag: -1; CRFR2-BP ag: 2.7

How did Cc1c(S(=O)(=O)N2CCCC(C)C2)c(=O)n(C)c(=O)n1C (stereo unspecified) do in these assays?
M4 ag: 0; CHRM5 agonist: 0; M1 PAM: 8; M5 PAM: 4; CHRM5 antagonist: -2; M4 antag: -8; CHRM4 PAM: 3; M1 antag: -9; CRFR2-BP ag: -0.5

What do the screens show for `O=C1CCCc2c1nc(-c1cccc(Cl)c1)n2O`?
M4 ag: 0; CHRM5 agonist: -1; M1 PAM: 5; M5 PAM: -4; CHRM5 antagonist: 1; M4 antag: 9; CHRM4 PAM: -2; M1 antag: -7; CRFR2-BP ag: 6.9

How did O=C(Nc1cccnc1)Nc1ccc(Br)cc1Cl do in these assays?
M4 ag: 5; CHRM5 agonist: 4; M1 PAM: -3; M5 PAM: 1; CHRM5 antagonist: 0; M4 antag: 5; CHRM4 PAM: 7; M1 antag: 2; CRFR2-BP ag: -0.5

What do the screens show for `Cc1nc(-c2cc(C#N)c(Sc3ccc(Cl)cc3Cl)nc2C)cs1`?
M4 ag: 10; CHRM5 agonist: 3; M1 PAM: -5; M5 PAM: -11; CHRM5 antagonist: 10; M4 antag: -2; CHRM4 PAM: -24; M1 antag: 8; CRFR2-BP ag: 2.0

How did CCCCCCCCN1C(=O)[C@H](CC(=O)NCCC(C)C)C[C@@]2(C(=O)OCC)CCC=C12 do in these assays?
M4 ag: 2; CHRM5 agonist: -5; M5 PAM: 2; CHRM5 antagonist: 2; M4 antag: 6; CHRM4 PAM: -4

Among those listed so far, 2 have fluorine:
What do the screens show for `CCOC(=O)C(O)(CC(=O)c1ccc(OC)cc1)C(F)(F)F` (stereo unspecified)?
M4 ag: 1; CHRM5 agonist: -3; M1 PAM: 1; M5 PAM: 5; CHRM5 antagonist: -7; M4 antag: 11; CHRM4 PAM: -10; M1 antag: 2; CRFR2-BP ag: -0.2

How did O=C(c1ccccc1Br)N1N=C(c2ccccc2)CC1c1ccccc1F (stereo unspecified) do in these assays?
M4 ag: 3; CHRM5 agonist: -6; M1 PAM: -6; M5 PAM: -11; CHRM5 antagonist: 13; M4 antag: 2; CHRM4 PAM: -11; M1 antag: -1; CRFR2-BP ag: 2.7

Returning to the listing, repeating the 2 entries before the break.
What do the screens show for `Cc1nc(-c2cc(C#N)c(Sc3ccc(Cl)cc3Cl)nc2C)cs1`?
M4 ag: 10; CHRM5 agonist: 3; M1 PAM: -5; M5 PAM: -11; CHRM5 antagonist: 10; M4 antag: -2; CHRM4 PAM: -24; M1 antag: 8; CRFR2-BP ag: 2.0

How did CCCCCCCCN1C(=O)[C@H](CC(=O)NCCC(C)C)C[C@@]2(C(=O)OCC)CCC=C12 do in these assays?
M4 ag: 2; CHRM5 agonist: -5; M5 PAM: 2; CHRM5 antagonist: 2; M4 antag: 6; CHRM4 PAM: -4

What do the screens show for `O=C(Cn1ncc2c(=O)oc3ccccc3c21)NC1CC1`?
M4 ag: 0; CHRM5 agonist: -2; M1 PAM: 6; M5 PAM: 0; CHRM5 antagonist: 8; M4 antag: -2; CHRM4 PAM: -4; M1 antag: -7; CRFR2-BP ag: 1.6

Results for CCC(C(=O)OCC(=O)Nc1cccc(OC)c1)c1ccccc1 (stereo unspecified) ?
M4 ag: 5; CHRM5 agonist: -3; M1 PAM: -2; M5 PAM: -6; CHRM5 antagonist: 0; M4 antag: -2; CHRM4 PAM: -2; M1 antag: -3; CRFR2-BP ag: -0.3

Results for CCC(=O)NC(=S)Nc1ccc(NC(=S)NC(=O)c2ccc(C)cc2)cc1 ?
M4 ag: 0; CHRM5 agonist: 12; M1 PAM: 25; M5 PAM: 15; CHRM5 antagonist: -5; M4 antag: -10; CHRM4 PAM: 1; M1 antag: -12; CRFR2-BP ag: -1.1

What do the screens show for `O=C(C1CCCN(S(=O)(=O)c2ccccc2)C1)N1CCN(c2ncccn2)CC1` (stereo unspecified)?
M4 ag: 5; CHRM5 agonist: 0; M1 PAM: 4; M5 PAM: -4; CHRM5 antagonist: -5; M4 antag: -6; CHRM4 PAM: 0; M1 antag: 2; CRFR2-BP ag: 0.5

Results for CCc1ccc2ncc(C(=O)c3ccccc3)c(N3CCOCC3)c2c1 ?
M4 ag: 15; CHRM5 agonist: 4; M1 PAM: -11; M5 PAM: -16; CHRM5 antagonist: 14; M4 antag: 15; CHRM4 PAM: -10; M1 antag: 18; CRFR2-BP ag: 2.7

How did O=C(NNC(=O)C1CCN(S(=O)(=O)c2ccc(Cl)cc2)CC1)c1ccccc1 do in these assays?
M4 ag: 1; CHRM5 agonist: -3; M1 PAM: 5; M5 PAM: 6; CHRM5 antagonist: -9; M4 antag: -17; CHRM4 PAM: 9; M1 antag: -9; CRFR2-BP ag: -1.4

Results for CCOc1ccc(NC(=S)N2CCCCCC2)cc1 ?
M4 ag: 19; CHRM5 agonist: -4; M1 PAM: 1; M5 PAM: -11; CHRM5 antagonist: 10; M4 antag: 0; CHRM4 PAM: -6; M1 antag: 5; CRFR2-BP ag: -1.8

How did CCCCN(CCCC)CCCNC(=O)CC1Oc2ccc(C)cc2NC1=O (stereo unspecified) do in these assays?
M4 ag: 1; CHRM5 agonist: -10; M1 PAM: -15; M5 PAM: -10; CHRM5 antagonist: 20; M4 antag: -8; CHRM4 PAM: -3; M1 antag: 16; CRFR2-BP ag: -1.4

What do the screens show for `CCc1ccc(-c2cc3c(=O)n(CC(=O)N4CCCCCC4)nc(C)n3n2)cc1`?
M4 ag: 1; CHRM5 agonist: 4; M1 PAM: 3; M5 PAM: 3; CHRM5 antagonist: -7; M4 antag: -4; CHRM4 PAM: 4; M1 antag: -1; CRFR2-BP ag: -0.5

Results for CC1CCN(C2=NC(=O)/C(=C/c3cccc(O)c3)S2)CC1 ?
M4 ag: 0; CHRM5 agonist: -6; M1 PAM: 10; M5 PAM: -6; CHRM5 antagonist: 8; M4 antag: 4; CHRM4 PAM: 2; M1 antag: -12; CRFR2-BP ag: -1.1

How did CSCCC(c1nc2ccccc2[nH]1)n1c(=O)c(-c2cccnc2)nc2ccccc21 (stereo unspecified) do in these assays?
M4 ag: -1; CHRM5 agonist: 3; M5 PAM: 1; CHRM5 antagonist: 13; M4 antag: 0; CHRM4 PAM: 10

What do the screens show for `CCOC(=O)C1(C)NC(c2ccc(N(C)C)cc2)C2C(=O)N(c3ccc(OC)cc3)C(=O)C21` (stereo unspecified)?
M4 ag: 0; CHRM5 agonist: -7; M1 PAM: 4; M5 PAM: -2; CHRM5 antagonist: -5; M4 antag: -7; CHRM4 PAM: 1; M1 antag: -3; CRFR2-BP ag: 0.6

Results for Cc1ccc(CNC(=O)c2cc(-c3ccccc3)nn2CC2CC(c3cccnc3)=NO2)cc1 (stereo unspecified) ?
M4 ag: 9; CHRM5 agonist: 0; M1 PAM: 2; M5 PAM: -6; CHRM5 antagonist: 0; M4 antag: -5; CHRM4 PAM: 0; M1 antag: 1; CRFR2-BP ag: -2.0

How did CC1(C)CC(=O)c2sc(NS(C)(=O)=O)nc2C1 do in these assays?
M4 ag: 1; CHRM5 agonist: 1; M1 PAM: 9; M5 PAM: -3; CHRM5 antagonist: -1; M4 antag: -10; CHRM4 PAM: 9; M1 antag: -8; CRFR2-BP ag: 1.1

Results for Cc1cc(-c2n[nH]c(=S)n2Cc2ccco2)n(C)n1 ?
M4 ag: 2; CHRM5 agonist: 2; M1 PAM: 6; M5 PAM: 5; CHRM5 antagonist: -6; M4 antag: 6; CHRM4 PAM: -3; M1 antag: -4; CRFR2-BP ag: 0.7
